AmpC no deterg – qHTS Inhibitors of AmpC Beta-Lactamase (assay without detergent) | P00811 | AmpC nitrocefin hydrolysis, absorbance 480 nm, 0.0001% Triton | Potency, µM (series often up to 57.1 µM), for the others: at the highest dose activity change, negative = inhibition, usual class: inhibitors | 0.52% of 330,000 active;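 also: potency is read from the fitted curve at half-maximal effect; plate controls were no compound for no effect and no enzyme for full effect; nearly all actives have a fitted effect of over 20% in size; some results filed as inactive show a strong effect at the top dose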
Target sequence (P00811 whole entry, looked up): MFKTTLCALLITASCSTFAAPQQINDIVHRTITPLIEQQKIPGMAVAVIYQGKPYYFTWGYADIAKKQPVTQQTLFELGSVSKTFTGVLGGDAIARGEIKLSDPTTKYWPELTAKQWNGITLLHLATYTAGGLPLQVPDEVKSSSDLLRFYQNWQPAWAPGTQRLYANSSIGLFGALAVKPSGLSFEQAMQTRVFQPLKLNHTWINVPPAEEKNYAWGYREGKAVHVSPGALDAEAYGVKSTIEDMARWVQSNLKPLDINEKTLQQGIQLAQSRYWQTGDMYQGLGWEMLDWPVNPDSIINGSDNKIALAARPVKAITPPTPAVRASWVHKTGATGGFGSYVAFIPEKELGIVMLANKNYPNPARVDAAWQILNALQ
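AmpC (5.3 nM in the dispensed reagent) in 20 mM phosphate pH 7.0 with 0.01% (detergent screen) or 0.0001% Triton X-100 was preincubated with compounds for 15 min at room temperature. Nitrocefin was then added from an 800 uM solution, and hydrolysis was followed at 480 nm.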
HCMV inh – qHTS Assay for inhibitors of the human cytomegalovirus (HCMV) | activity change, negative = inhibition, % at 57.5 µM | 4.5% of 410,000 active | HFF cells, HCMV-luciferase reporter, 72 h; active compounds read low; in the data active = activity change below about -60%; inconclusive = no clear call, values can overlap the other calls; inactive = above about -39%
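Two-dose cell screen: HFF monolayers treated with compounds and infected with luciferase-expressing HCMV at 1 PFU/cell, 72 h at 37C, then lysed for luciferase measurement.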
AMA1-RON2 inh – qHTS for Inhibitors of AMA1-RON; Towards Development of Antimalarial Drug Lead: Primary Screen; Plasmodium falciparum AMA1 (3D7) - RON2 peptide interaction; 0.2% of 360,000 active; Potency, µM (series often up to 58.2 µM), for inactives: at the top dose activity change, negative = inhibition, most hits filed as inhibitors; AlphaScreen AMA1-biotinylated RON2 peptide binding;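 also: potency is read from the fitted curve at half-maximal effect; 0% = vehicle wells and -100% = peptide control; nearly all actives have a fitted effect of over 45% in size; some results filed as inactive show a strong effect at the top dose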
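AMA1 (3D7) with his tag at 25 nM final met compounds first, then biotinylated RON2 peptide at 25 nM; detection used donor plus acceptor beads, 10 µg/mL apiece, read by AlphaScreen after 30 min at room temperature.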
Sm TGR inh – qHTS Assay for the Inhibitors of Schistosoma Mansoni Peroxiredoxins | purified TGR, DTNB reduction, TNB absorbance 405 nm | Potency, µM (series often up to 114 µM), without a hit: at the top dose activity change, negative = inhibition, actives largely listed as inhibitors | 3% of 360,000 active | Schistosoma mansoni thioredoxin glutathione reductase (TGR), Q962Y6 | AID 485364, 2010; also: potency is read from the fitted curve at half-maximal effect; nearly all actives have a fitted effect of over 60% in size
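First, TGR (20 nM dispensed) and NADPH were mixed with compound. Second, a 15 min room-temperature incubation followed. Third, further NADPH and then DTNB were added to start the reaction. Finally, TNB absorbance was monitored kinetically.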
AmpC detergent – qHTS Inhibitors of AmpC Beta-Lactamase (assay with detergent) | Potency, µM (highest dose often 114 µM), without a hit: top-dose activity change, negative = inhibition, most hits filed as inhibitors | P00811 | 0.041% of 370,000 active | AID 485294, 2010 | AmpC hydrolysis of nitrocefin, absorbance 480 nm, 0.01% Triton;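 also: potency is read from the fitted curve at half-maximal effect; 0% = no-compound wells and -100% = no-enzyme wells; nearly all actives have a fitted effect of over 25% in size; some results filed as inactive show a strong effect at the top dose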
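AmpC (5.3 nM in the dispensed reagent) in 20 mM phosphate pH 7.0 with 0.01% (detergent screen) or 0.0001% Triton X-100 was preincubated with compounds for 15 min at room temperature. Nitrocefin was then added from an 800 uM solution, and hydrolysis was followed at 480 nm.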
LmPK inh – qHTS Assay for Inhibitors of Leishmania Mexicana Pyruvate Kinase (LmPK). Q27686. purified LmPK, Kinase-Glo ATP luminescence, 1 h. Potency, µM (titrated, usually from 57.5 µM), for inactives: at the top dose activity change, negative = inhibition, most hits filed as inhibitors. 0.37% of 290,000 active; also: potency is read from the fitted curve at half-maximal effect
Target sequence (Q27686 whole entry, looked up): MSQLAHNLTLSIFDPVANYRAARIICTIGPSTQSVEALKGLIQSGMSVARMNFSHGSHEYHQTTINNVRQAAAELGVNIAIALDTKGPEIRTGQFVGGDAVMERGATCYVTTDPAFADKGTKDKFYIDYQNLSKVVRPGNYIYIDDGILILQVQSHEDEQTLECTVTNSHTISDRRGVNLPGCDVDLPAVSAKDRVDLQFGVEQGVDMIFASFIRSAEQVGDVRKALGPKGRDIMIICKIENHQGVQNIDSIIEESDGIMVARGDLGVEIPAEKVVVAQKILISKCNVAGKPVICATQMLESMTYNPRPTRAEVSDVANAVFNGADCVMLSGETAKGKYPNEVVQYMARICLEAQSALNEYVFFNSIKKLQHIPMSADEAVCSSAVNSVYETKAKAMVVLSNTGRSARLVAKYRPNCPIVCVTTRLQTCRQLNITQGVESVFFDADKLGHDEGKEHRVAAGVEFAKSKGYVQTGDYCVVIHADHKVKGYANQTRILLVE
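Screened at intermediate enzyme activity to detect both inhibitors and activators: LmPK at 0.1 nM, with a 0.5 nM enzyme column as activation reference. PEP 0.5 mM, ADP 0.1 mM; ATP detected by luminescence after 1 h.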
Tb PYK inh – qHTS of Trypanosoma Brucei Inhibitors; TbPYK enzyme, Kinase-Glo Plus ATP luminescence, 45 min; pyruvate kinase (Trypanosoma brucei), Q57TT1; 0.12% of 410,000 active; Potency, µM (highest dose often 76.8 µM), for the others: at the top dose activity, negative = inhibition, most hits filed as inhibitors; also: potency is read from the fitted curve at half-maximal effect; nearly all actives have a fitted effect of over 50% in size
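Enzyme and substrate buffer are dispensed first and compound is pin-transferred. ADP at 130 uM final then starts the reaction, which runs 45 min at room temperature. Detection reagent is added for 10 min before luminescence is imaged.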
* = called active by the depositor; ? = inconclusive; . = not tested or not shown; [ ] = remark or other dose. Unless noted, calls follow the shape of the dose curve; as a rule, active = well fitted curve in the direction sought with a large enough effect; inconclusive = small, poorly fitted or top-dose-only effect, or another doubt; inactive = no such curve, though single readings can be large; an effect the other way counts as inactive or inconclusive. Unless noted, % is scaled to controls: 0 for no effect and ±100 for the full control effect.

Results follow in this order: AmpC no deterg | Tb PYK inh | Sm TGR inh | HCMV inh | AmpC detergent | LmPK inh | AMA1-RON2 inh
CCOC(=O)C1C(c2cccnc2)NC(=O)NC1(O)C(F)(F)F (stereo not given)
 : -13% | -8% | -9% | -23 | 4% | 0% | 5%
CCOc1ccc(C(=O)CC(C(=O)O)N2CCN(Cc3ccccc3)CC2)cc1 (stereo not given)
 : -9% | -13% | 7.9µM* | . | -2% | . | 12%
NC1=NC(c2ccccc2Cl)n2c(nc3ccccc32)N1 (stereo not given)
 : -23% | 3% | -25%[11.4 µM] | 7 | -11% | 1% | 1%
O=C1c2ccccc2C(=O)N1CCCCSc1nc2ccccc2c(=O)n1CCCN1CCOCC1
 : 246%[activator] | 3% | 14% | -104* | 7% | 5% | -16%
Cc1ccc(/C=N/NC(=O)c2cccc(S(=O)(=O)Nc3cccc(Cl)c3)c2)o1
 : -27% | 6% | 0% | 12 | ? | -1% | 44%[activator]
CCN(c1ccccc1)S(=O)(=O)c1ccc(NC(=O)c2nc(SC)ncc2Cl)cc1
 : . | 1% | 1% | -86* | 13% | . | .
OCCn1nc2c3ccccc3nc-2n(-c2ccccc2)c1=S
 : -24% | -14% | -3% | 41 | ? | -4% | 2%
O=C(/C=C/c1ccc2c(c1)OCO2)Nc1nc2ccc(F)cc2s1
 : -34% | -5% | 5% | -18 | ? | -5% | 9%
CCNC(=O)C1CCN(S(=O)(=O)c2ccc3c(c2)CCCN3C(C)=O)CC1
 : . | 3% | 6% | -9 | 2% | . | .
OCCC1CN(Cc2cccc3nccnc23)CCN1Cc1ccc(F)cc1 (stereo not given)
 : 9% | 1% | -4% | -18 | -7% | -7% | 3%
CC(C)CCNC(=O)C1CCN(S(=O)(=O)c2ccc3c(c2)CCC(=O)N3)CC1
 : -16% | -7% | -2% | 51 | ? | 1% | -7%
CCOc1cc(S(=O)(=O)N2CCC(Cc3ccccc3)CC2)c(OCC)cc1-n1cnnn1
 : 23% | -4% | 0% | -13 | -7% | 1% | -1%
CCOC(=O)c1ccc(NC(=O)c2cn(-c3ccccc3)nc2-c2ccc(OC)c(OC)c2)cc1
 : . | 5% | 4% | 44 | 13% | . | .
CC(Sc1ccc(Cl)cc1)C(=O)N(C)CC(=O)Nc1ccc(N2CCOCC2)cc1 (stereo not given)
 : 20% | -2% | -4% | -7 | -5% | . | -4%
O=C(Nc1ccc(F)cc1)Nc1ccc([N+](=O)[O-])cn1
 : -18% | 3% | -5% | 17 | 3% | 0% | -5%
COc1ccc(C2c3cc(OC)c(OC)cc3CCN2C2CC(=O)N(c3ccccc3)C2=O)cc1OC (stereo not given)
 : 150%[activator] | 4% | ? | 108 | -11% | -12% | -7%
CCCCCCCC(=O)NN1CCOCC1
 : -3% | -14% | 4% | -9 | -5% | -1% | -1%
Cc1nc(C(=O)Nc2cc(F)cc(Cl)c2)sc1C1(C)CC(c2ccccc2)=NO1 (stereo not given)
 : . | -6% | . | ? | . | . | 8%
Cc1[nH]n(C(N)=S)c(=O)c1N=Nc1cccc([N+](=O)[O-])c1C
 : -34% | -2% | 0% | . | 0% | 0% | 116%[activator]
CCOC(=O)C1CCN(c2cc3c(cc2NC(=O)c2ccc(Cl)cc2)n(C)c(=O)n3C)CC1
 : . | 2% | -3% | 9 | 4% | . | .
Cc1nccn1-c1c2c(c(C#N)c3nc4ccccc4n13)CCCC2
 : . | 6% | . | -12 | . | . | 11%
O=C(NCCCN1CCOCC1)c1cccnc1SCc1ccccc1Cl
 : 49% | 3% | -4% | 14 | 1% | 2% | -6%
C=CCn1c(C)cc(C2=NNC(=Nc3ccc(C)cc3)SC2)c1C
 : -10% | ? | -12% | -9 | 0% | -2% | 16%
CCN1C(=O)NC(c2cc(Br)ccc2OC)C(C(=O)OC)=C1C (stereo not given)
 : 12% | -1% | -15% | 10 | -7% | 1% | 2%
O=C(CSc1n[nH]c(=O)n1-c1cccnc1)Nc1ccccc1Cl
 : -17% | 0% | -17% | ? | -2% | -4% | -6%
O=C(Nc1ccc2c(c1)OCCO2)c1ccccn1
 : -14% | ? | -7% | -24 | 2% | 5µM* | 14%
CCOC(=O)C1CCCN(c2oc(-c3ccc(F)cc3)nc2C#N)C1 (stereo not given)
 : -2%[11.4 µM] | 1% | 6% | ? | -11% | 7% | -22%
Cn1c(SCC(=O)N2CCCC2)nnc1-c1ccc2c(c1)OCO2
 : -5% | 2% | 11% | 77 | -1% | -3% | -3%
Cc1ccc(S(=O)(=O)N(C)C)cc1NC(=O)/C=C/c1cccs1
 : -20% | -9% | 7% | 10 | -12% | 0% | -4%
Fc1ccccc1COc1ccc(/C=N/n2cnnc2)cc1
 : 29% | 0% | -1% | -30 | ? | 3% | 7%

Next results:
Results follow in this order: AmpC no deterg | Tb PYK inh | Sm TGR inh | HCMV inh | AmpC detergent | LmPK inh | AMA1-RON2 inh
COC(=O)c1ccc(-n2cnc3ccccc32)nc1
 : -3% | -1% | 5% | -9 | -4% | 0% | -6%
CN(C)C(CNC1CC(C)(C)NC(C)(C)C1)c1cccc(F)c1 (stereo not given)
 : -13% | 0% | ? | -2 | -2% | 1% | 30%[activator]
CC1(C(=O)N/N=C/c2ccccc2)CC1(Cl)Cl (stereo not given)
 : -17% | -1% | -5% | 28 | 1% | 1% | 3%
CCC(=O)N1CCC1(C)C(=O)Nc1ccccc1 (stereo not given)
 : . | -4% | . | 74 | . | . | -1%
C#Cc1ccc(C(=O)NCc2ccc(N3CCCC3=O)cc2)cc1
 : -10% | 7% | -1% | -14 | -3% | 0% | -9%
COc1ccc(CN2C(=O)CCC2(C)c2nnnn2-c2ccc3c(c2)OCCO3)cc1OC (stereo not given)
 : . | -1% | . | 14 | . | . | 8%
CCc1ccc(-c2nc(SCC(=O)N(CCOC)c3c(N)n(Cc4ccccc4)c(=O)[nH]c3=O)n[nH]2)cc1
 : 62%[activator] | -8% | -20% | -79* | 5% | -6% | -13%
COc1ccc(CN(CC(=O)NCc2ccco2)C(=O)CCC(=O)Nc2ccccn2)cc1
 : 4% | 1% | -12%[11.4 µM] | 2 | -8% | 12% | 3%
CC(C)NC(=O)Cn1c(SCC(=O)N2c3ccccc3CC2C)nc2ccccc21 (stereo not given)
 : -9% | -21% | -31% | -24 | -14% | 1% | 22%
O=C1CN2C(=Nc3ccc(Br)cc3C2c2ccccc2)CCN1 (stereo not given)
 : 23% | 5% | 0% | -4 | -5% | -1% | 0%
Cc1ccc(OCc2nnnn2-c2ccccc2)cc1
 : -19% | 0% | -3% | -20 | 2% | 5% | 20%
CC(=O)N/C(=C/C(C)C)c1ccccc1
 : -7% | -1% | -10% | -28 | -8% | . | 10%
CC(C)c1ccc(NC2CCCN(C(=O)c3cccnc3)C2)cc1 (stereo not given)
 : 5% | -3% | -9% | -23 | 0% | 2% | -3%
N#CCC(CNc1ncc(C(F)(F)F)cc1Cl)OC(=O)c1ccc(Cl)cc1Cl (stereo not given)
 : 6% | -2% | 16% | -25 | 2% | 0% | 21%
CC(C)COc1nc2c(c(=O)n(C)c(=O)n2C)n1C
 : -4% | 0% | 17% | -34 | 8% | 0% | 0%
COc1ccc(/C=N/NC(=O)C(=O)/C=C2\NC3(CCCC3)Cc3ccccc32)cc1
 : -32% | -3% | -4% | -11 | ? | -1% | 18%[2.32 µM]
O=C(NCC1CC1)C1Cc2c(-c3cccc(F)c3)ccnc2O1 (stereo not given)
 : . | -4% | . | -21 | . | . | -9%
COc1ccc(-c2c(C#N)c(SCC(=O)Nc3ccc(Br)cc3)nc(C)c2C(=O)Nc2ccccc2)cc1
 : . | 5% | -4% | 4 | 16% | . | .
Fc1ccc(NC(=S)NCCc2ccccc2)c(F)c1F
 : -21% | 0% | -6% | -74* | -5% | 1% | 23%
Cc1ccc2cc3cc(C(=O)NC4CCCCC4)oc3nc2c1
 : -36% | -3% | -1% | 1 | -1% | 0% | 2%
COc1ccc(OC)c(CNC(=O)c2ccc3c(c2)c(C)c(C)n3C)c1
 : . | 0%[15.4 µM] | -11% | ? | 2% | . | .
CCN1C(=O)c2ccc(C(=O)NCc3ccco3)cc2C1=O
 : -10% | -3% | 1% | 13 | -11% | -1% | -1%
COc1ccc(OCCC(=O)NC2CCCCC2)cc1
 : -1% | 3% | 9% | -20 | -4% | 2% | -12%
CCC(CO)Oc1cc(NC(=O)Cc2ccccc2F)c2ncn(C(C)C)c2c1 (stereo not given)
 : 2% | -7% | . | -19 | . | . | -1%
COc1ccc(NC(=O)CN(C)C(=O)C(C)Oc2ccc(Br)cc2)cc1 (stereo not given)
 : 13% | -1% | -4% | ? | -12% | . | 16%
Cc1ccc(C(=O)N2CC(C)SC2=Nc2cccc(S(=O)(=O)N(C)C)c2)cc1 (stereo not given)
 : 26% | 12% | -25% | -30 | ? | 1% | -4%
O=C(O)C1C2C=CC(O2)C1C(=O)Nc1ccccn1 (stereo not given)
 : . | -5% | . | -6 | . | . | ?
Cc1onc(-c2ccccc2)c1C(=O)OCC(=O)NC(C)c1ccc(Cl)cc1 (stereo not given)
 : 18% | -1% | -1% | -16 | 6% | . | 8%
NC1=NC(=Nc2cccc(S(N)(=O)=O)c2)c2ccccc21
 : -4% | 2% | 15% | -14 | 3% | -1% | -7%
CC(CNC(=O)CN1C(=O)NC2(CCCCC2)C1=O)c1ccccc1 (stereo not given)
 : -11% | 1% | 1% | 0 | 8% | . | 19%
CCOc1ccc(S(=O)(=O)N2CCCC2)cc1
 : -13% | -4% | -10% | 19 | -1% | 1% | 3%

An excerpt from above in order of number of heavy atoms, low to high:
Results follow in this order: AmpC no deterg | Tb PYK inh | Sm TGR inh | HCMV inh | AmpC detergent | LmPK inh | AMA1-RON2 inh
CCOc1ccc(S(=O)(=O)N2CCCC2)cc1
 : -13% | -4% | -10% | 19 | -1% | 1% | 3%
COC(=O)c1ccc(-n2cnc3ccccc32)nc1
 : -3% | -1% | 5% | -9 | -4% | 0% | -6%
N#CCC(CNc1ncc(C(F)(F)F)cc1Cl)OC(=O)c1ccc(Cl)cc1Cl (stereo not given)
 : 6% | -2% | 16% | -25 | 2% | 0% | 21%
